# SIAE inh: blocks human sialic acid acetylesterase. Q9HAT2. SIAE FP-Rh probe binding, fluorescence polarization. inhibition, % at 9.66 µM. actives 0.69% (n = 370,000). AID 1053197;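 active = inhibition above a cutoff: mean of compounds within the control limits plus 3 SD of those, cut at about 17% in these data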;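 also: 0% = plate median of compound wells and 100% = probe without SIAE protein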
# HTRA1 inhibitor: inhibitors of human serine peptidase HTRA1 | Q92743 | recombinant HTRA1, FP-rhodamine activity-based probe, fluorescence polarization | inhibition, % at 5.96 µM | actives 0.5% (n = 340,000) | AID 504803; in the data active = inhibition above about 36%;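 also: 0% = enzyme with DMSO and 100% = wells lacking enzyme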
# TDP2 inh: TDP2 (human) inhibition, absorbance primary screen; O95551; recombinant TDP2, T5PNP hydrolysis, p-nitrophenol absorbance 415 nm; inhibition, % at 12.8 µM; actives 0.34% (n = 370,000); AID 720702;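 active = inhibition above the mean of all tested compounds plus 3 SD, set per campaign, cut at about 25% in these data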;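 also: 0% = DMSO with enzyme and 100% = buffer with substrate but no TDP2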
# Target sequence (O95551 whole entry, looked up): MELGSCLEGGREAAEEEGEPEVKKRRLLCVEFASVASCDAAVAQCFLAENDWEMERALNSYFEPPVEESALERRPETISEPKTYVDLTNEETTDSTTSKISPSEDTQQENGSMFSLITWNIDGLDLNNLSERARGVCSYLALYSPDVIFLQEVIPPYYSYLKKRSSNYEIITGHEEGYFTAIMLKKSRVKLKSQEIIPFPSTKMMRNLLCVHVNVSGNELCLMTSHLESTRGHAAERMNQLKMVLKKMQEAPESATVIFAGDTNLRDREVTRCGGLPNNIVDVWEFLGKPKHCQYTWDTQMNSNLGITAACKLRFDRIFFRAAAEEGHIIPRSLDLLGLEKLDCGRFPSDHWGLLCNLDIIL
#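 Assay system: recombinant human TDP2 / Reagent: T5PNP substrate at 5 mM, a TopII-DNA adduct mimic / Measured by: epi absorbance from released p-nitrophenol / Evaluation: % inhibition relative to enzyme-containing and enzyme-free wells / Control set: enzyme-free and DMSO wells / Replicates: each compound tested once, singlicate / Schedule: enzyme reaction with compound for 2 h at 37 °C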
# mABHD4 FP: inhibitors of mouse ABHD4 | Q8VD66 | purified mABHD4, FP-Rh probe fluorescence polarization | inhibition, % at 8.92 µM | actives 0.54% (n = 370,000);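 active = inhibition exceeding the mean over every tested compound plus 3 SD, cut at about 30% in these data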;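 also: 0% = plate median of compound wells and 100% = S159A mutant with DMSO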
# Target sequence (Q8VD66 whole entry, looked up): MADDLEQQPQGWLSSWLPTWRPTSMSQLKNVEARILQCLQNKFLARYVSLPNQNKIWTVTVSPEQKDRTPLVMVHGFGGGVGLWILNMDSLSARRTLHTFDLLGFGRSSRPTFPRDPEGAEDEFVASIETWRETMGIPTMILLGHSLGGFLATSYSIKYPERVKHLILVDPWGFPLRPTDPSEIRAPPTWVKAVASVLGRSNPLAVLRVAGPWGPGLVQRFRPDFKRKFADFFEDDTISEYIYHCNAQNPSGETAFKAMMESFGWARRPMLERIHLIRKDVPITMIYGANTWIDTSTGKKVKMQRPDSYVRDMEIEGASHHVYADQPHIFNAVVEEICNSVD
#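 Test system: mABHD4 protein; Read-out basis: % inhibition; Incubation: 45 min + 60 min at 25 °C; Repeats: single replicate; Technique: fluorescence polarization with parallel and perpendicular emission, 525/598 nm; Compound: 8.92 µM, single dose; Benchmarks: full inhibition S159A mutant plus DMSO, zero as sample-well median.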
# TCR CD3 inh: inhibitors of human TCR-CD3 interaction. inhibition, % at 9.4 µM. TAMRA-labeled TCR probe fluorescence, biochemical. actives 0.37% (n = 360,000). AID 651800; in the data active = inhibition above about 19%;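 also: recombinant mutant TCR 2C K166C tagged with TAMRA read by polarization; 0% = receptor in buffer alone and 100% = receptor with positive control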
# PG9 binder: PG9 antibody binding by small molecule; TR-FRET gp120-PG9 antibody binding; inhibition, % at 6.7 µM; actives 0.43% (n = 360,000); AID 624416; in the data active = inhibition above about 8.5%
# PRMT1 inh: PRMT1 (human) inhibition, primary screen; Q99873; recombinant PRMT1, activity-based probe fluorescence polarization; inhibition, % at 2.79 µM; actives 1.3% (n = 370,000); AID 652257;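 active = inhibition above about 21% made by adding two undisclosed values, limit read from the data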
# Target sequence (Q99873 whole entry, looked up): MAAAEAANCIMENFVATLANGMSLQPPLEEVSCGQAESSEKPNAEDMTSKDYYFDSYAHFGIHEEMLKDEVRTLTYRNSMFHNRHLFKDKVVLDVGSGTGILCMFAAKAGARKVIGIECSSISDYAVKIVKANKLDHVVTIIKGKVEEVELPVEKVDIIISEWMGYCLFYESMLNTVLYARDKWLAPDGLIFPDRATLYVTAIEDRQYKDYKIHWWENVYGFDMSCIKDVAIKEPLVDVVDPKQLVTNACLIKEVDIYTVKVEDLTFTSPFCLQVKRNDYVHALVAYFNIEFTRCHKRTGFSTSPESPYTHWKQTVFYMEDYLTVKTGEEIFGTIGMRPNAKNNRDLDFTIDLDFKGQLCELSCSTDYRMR
# Rev-erbA mod: modulates human Rev-erb alpha binding to DNA; activity, % at 10 µM; AID 1259318; P20393; actives 0.79% (n = 370,000); Rev-erbα–FITC-DNA binding, fluorescence polarization, 90 min;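 active = activity above about 14%, limit read from the data; passing the limit was not always enough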;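 also: 0% = DMSO wells with 35 nM protein and 100% = DMSO wells with 750 nM protein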
# rCAG binder: binds r(CAG) RNA repeats. r(CAG) RNA repeat, TO-PRO-1 dye displacement fluorescence. inhibition, % at 3 µM. actives 1.3% (n = 370,000);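 active = inhibition above the plate cutoff, the mean of all test compounds on that plate plus 3 SD, cut at about 35% in these data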;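 also: 0% = DMSO alone and 100% = 100 µM mitoxantrone as full dye displacement; higher means more dye released from RNA so lower well fluorescence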
# LEDGF integ inh: blocks HIV-1 LEDGF/p75-dependent DNA integration | inhibition, % at 3.7 µM | AID 743269 | TR-FRET IN-LEDGF/p75 DNA integration, Eu/Cy5 | actives 0.64% (n = 370,000);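 active = inhibition above the screen-wide mean plus 3 SD, cut at about 13% in these data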;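 also: signal is the Cy5 over europium emission ratio at 671 and 618 nm; 0% = plate median of compound wells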
# The depositor's hits bear a star; nt = no result given.
SMILES,SIAE inh,HTRA1 inhibitor,TDP2 inh,mABHD4 FP,TCR CD3 inh,PG9 binder,PRMT1 inh,Rev-erbA mod,rCAG binder,LEDGF integ inh
CC(C)CCNC(=O)C(c1cccnc1)N(CCc1ccccc1)C(=O)Cn1nnc2ccccc21 (configuration not stated),0,-2,0,7,7,1.0,-1,1,-5,-1
CCCCc1nnc(NC(=O)CCSc2ccccc2)s1,2,-9,-7,-5,0,-1.6,1,1,-1,0
Cc1c(C)n(CCN(C)C)c2ccc(C(=O)OCCN(C)C)cc12,5,8,7,3,-3,1.3,-1,2,-9,1
O=C(CSc1nc2ccccc2c(=O)n1-c1ccc(Cl)cc1)NNC(=S)Nc1ccccc1,-2,nt,8,2,nt,nt,5,2,49*,3
CC(=O)Nc1cccc(-c2cc3nc(NCc4cccnc4)n(C)c(=O)c3s2)c1,-70,nt,-2,-1,0,-3.2,-9,-5,4,4
CC1(C(=O)Nc2ccccc2Cc2ccccc2)CCN1Cc1ccccc1Cl (configuration not stated),0,nt,-10,-7,7,-0.1,-1,2,2,1
CCOC(=O)c1cnn(-c2cc(Oc3cccc(C)c3)ncn2)c1N,-1,-1,-1,-2,7,1.5,0,-1,0,0
O=C(NCCN1CCN(c2cccc(Cl)c2)CC1)c1ccc(CSc2nc3ccncc3[nH]2)cc1,-16,-14,10,-3,2,0.3,1,-1,3,-2
Cc1nc(-c2ccc(S(=O)(=O)NCC3CCN(C(=O)OC(C)(C)C)CC3)s2)cs1,-7,-10,-4,-21,-7,-1.6,7,0,-3,0
Cn1cccc1C(=O)NC(=O)CSc1nc2ccccc2s1,-3,-10,-13,-13,-4,7.2,8,1,5,1
Cc1ccccc1NC(=O)COC(=O)c1n[nH]c(=O)c2ccccc12,-3,0,2,-3,2,-2.1,-7,3,10,-2
O=C(CCc1ccccc1)Nc1nncs1,8,2,3,8,5,0.2,0,0,2,-3
O=C1CC(c2ccc3c(c2)OCO3)CN1 (configuration not stated),-2,1,-11,-1,5,0.6,-2,-2,6,-2
CCOc1ccc(-c2nc(N)ncc2-c2ccccc2OC)c(O)c1,-1,-5,6,-6,6,-0.7,-3,-1,-1,2
CCC(C)NC(=O)Cc1cn(C)c2ccccc12 (configuration not stated),-2,-6,-4,-12,-1,-1.4,-1,0,-1,2

# For reference, some entries already given:
SMILES,SIAE inh,HTRA1 inhibitor,TDP2 inh,mABHD4 FP,TCR CD3 inh,PG9 binder,PRMT1 inh,Rev-erbA mod,rCAG binder,LEDGF integ inh
CC(C)CCNC(=O)C(c1cccnc1)N(CCc1ccccc1)C(=O)Cn1nnc2ccccc21 (configuration not stated),0,-2,0,7,7,1.0,-1,1,-5,-1
CCCCc1nnc(NC(=O)CCSc2ccccc2)s1,2,-9,-7,-5,0,-1.6,1,1,-1,0
Cc1c(C)n(CCN(C)C)c2ccc(C(=O)OCCN(C)C)cc12,5,8,7,3,-3,1.3,-1,2,-9,1

# The listing continues.
SMILES,SIAE inh,HTRA1 inhibitor,TDP2 inh,mABHD4 FP,TCR CD3 inh,PG9 binder,PRMT1 inh,Rev-erbA mod,rCAG binder,LEDGF integ inh
O=C(NCc1ccco1)C(=O)NCC1OCCN1S(=O)(=O)c1cc(F)ccc1F (configuration not stated),9,1,-4,-2,-10,-2.7,3,-1,6,0
COc1cccc2c(=O)c(C/C=C(/C)Cl)c(C)[nH]c12,6,0,-20,-6,-3,2.2,2,-1,6,-2
O=C(NNC(=O)c1ccc(Cl)c(Cl)c1)c1cccnc1,-3,5,4,2,-2,0.6,6,-5,-2,-3
COCCN=C1OC(=O)N2C(=O)C3=C4[C@@H](C[C@H]5C(=O)N(c6ccccc6)C(=O)[C@H]5[C@H]4[C@@]12Cc1ccccc1)[C@H]1C(=O)N(c2ccccc2)C(=O)[C@H]1[C@H]3C,2,-4,-2,-1,6,1.2,2,0,19,-3
Cc1ccc(OCCOCCn2cnc3ccccc3c2=O)c([N+](=O)[O-])c1,0,8,10,3,-2,-1.3,0,-5,-6,0
Cc1cc(Nc2ccccc2)n(CCOC(=O)COc2ccccc2)n1,0,-4,9,-6,4,1.7,-5,7,-3,-8
COc1cccc(C(=O)N2CCN(C(=O)c3ccc(-c4ccccc4)cc3)CC2)c1OC,2,-2,-6,-3,2,-0.8,-2,4,-9,7
CCCCn1c(N)c(N(CCOC)C(=O)c2cc(-c3ccccc3Cl)nc3ccccc23)c(=O)[nH]c1=O,2,-5,-1,3,3,1.8,3,2,3,0
Cc1cccc(C)c1NC(=O)N1CCC(C(=O)c2ccc(F)cc2)CC1,-7,2,-21,-9,0,-0.9,-9,-1,-1,1
COc1ccc(CCNCC(=O)Nc2ccc(OC(F)F)cc2)cc1,7,0,15,4,9,-0.8,1,-4,1,2
CC(=O)CC(C)(C)S(=O)(=O)c1ccc(Oc2ccc(S(=O)(=O)C(C)(C)CC(C)=O)cc2)cc1,11,4,-1,-4,-5,-0.7,-1,1,-2,1
CC(C)C(=O)Nc1ccc2c(c1)C(=O)N(CCC(=O)O)C2=O,0,2,9,2,-6,0.3,4,-1,0,3
CCOC(=O)c1sc(S(C)(=O)=O)c2c1CCc1conc1-2,9,nt,3,1,-1,0.8,-1,1,0,-1
CCC1(C)Cc2ccccc2-c2nc(NCCCO)n(-c3ccccc3)c(=O)c21 (configuration not stated),8,-11,2,-8,10,-0.1,0,1,-3,0
CC(C(=O)N1CCN(Cc2ccccc2)CC1)n1ncn2cccc2c1=O (configuration not stated),-3,2,-9,0,-5,1.5,-2,10,0,-2

# Compound profiles (already shown). Order of values: SIAE inh	HTRA1 inhibitor	TDP2 inh	mABHD4 FP	TCR CD3 inh	PG9 binder	PRMT1 inh	Rev-erbA mod	rCAG binder	LEDGF integ inh
# Cc1cc(Nc2ccccc2)n(CCOC(=O)COc2ccccc2)n1 in the list: 0	-4	9	-6	4	1.7	-5	7	-3	-8
# CCOC(=O)c1sc(S(C)(=O)=O)c2c1CCc1conc1-2 in the list: 9	nt	3	1	-1	0.8	-1	1	0	-1

# Later entries.
SMILES,SIAE inh,HTRA1 inhibitor,TDP2 inh,mABHD4 FP,TCR CD3 inh,PG9 binder,PRMT1 inh,Rev-erbA mod,rCAG binder,LEDGF integ inh
CCCCc1nc(SCC(=O)N2CCCCC2)c2c(=O)n(C)c(=O)n(C)c2n1,2,-4,1,5,8,0.7,-1,6,-9,-2
CCN(CC(=O)Nc1c(F)cccc1F)C(=O)c1cccc(-n2cnnn2)c1,-2,2,4,1,3,0.4,-3,-1,0,1
CCOC(=O)C(C)Sc1nc(=O)n2ccccc2n1 (configuration not stated),3,2,5,-1,6,-0.1,0,-3,-2,2
CC(=O)c1ccc(S(=O)(=O)Nc2ccc(C(=O)NCC(c3cccs3)N3CCOCC3)cc2)cc1 (configuration not stated),-4,10,10,-4,7,0.5,0,-4,5,1
O=C(CSCc1ccc(Br)cc1)Nc1ccc(S(=O)(=O)N2CCCCCC2)cc1,-35,-52,-1,-32,-2,-1.0,-1,-1,5,0
Cc1[nH]c2ccccc2c1SCCNC(=O)c1ccc(S(=O)(=O)N2CCCC2)cc1,4,-9,-3,-4,6,-0.6,-3,-1,3,-3
CNC(=O)/C(C#N)=C/c1c(N(Cc2ccccc2)Cc2ccccc2)nc2ccccn2c1=O,0,-13,-12,-10,-7,2.7,-1,-4,-1,-4
CC(C)Nc1oc(Cc2cccc3ccccc23)nc1C#N,1,-11,2,-9,-1,0.7,4,-5,1,0
O=C(Oc1cc2oc(=O)cc(-c3ccccc3)c2cc1Cl)C1CCCCC1,3,-2,2,23,-1,0.0,1,-12,6,-6
CC(=O)Nc1nnc(CCS(=O)(=O)c2ccc(C)cc2)s1,-7,3,-8,-1,7,-1.2,2,1,-1,2
O=C(NCCc1cccc(C(F)(F)F)c1)C1CCC(=O)N(Cc2ccc(Cl)cc2)C1 (configuration not stated),1,-3,9,-3,8,-0.8,2,2,-8,-3
Cc1[nH]c2ccccc2c1C(=O)C(=O)NCC1CCCO1 (configuration not stated),0,2,4,2,3,0.3,1,-6,0,-2
CC(=Nc1ccccc1)C1=C(O)C(Cc2ccc(F)cc2)NC1=O (configuration not stated),4,-1,3,3,12,-2.1,-4,4,3,3
COCCNC(=S)NCc1ccc2[nH]c3c(c2c1)CCCC3,5,3,-12,1,1,-3.6,-5,-6,5,1
CCOC(=O)c1[nH]c2c(OCC)nc(OCC)nc2c1Br,-4,-1,2,2,-6,8.3,-3,15,-1,2
O=C1NC(=S)NC(=O)C1=Cc1ccccc1C(=O)O,5,9,-2,9,-4,0.8,16,4,2,0
O=C(Cc1cccc2ccccc12)Nc1cc(Cl)ccc1C(=O)O,-9,-32,-15,-33,8,0.1,0,-2,46*,6
Cc1c(C(=O)OCCOC(C)C)[nH]c2c1C(=O)CC(C)(C)C2,-2,6,3,-6,-7,0.6,4,4,-4,-5
COCCNC(=O)C1CCCN(Cc2ccc(-c3ccccc3)cc2)CC1 (configuration not stated),-2,nt,0,2,2,-2.8,-1,2,1,-3
CC1(OC(=O)C2CCCC2)C(=O)C=C2C=C(c3ccsc3)N(Cc3ccc4c(c3)OCO4)C=C2C1=O (configuration not stated),3,26,-9,20,8,0.0,4,-3,12,2
CCc1ccc(N(CC(=O)NC2CCCC2)C(=O)CCC(=O)Nc2cc(C)on2)cc1,1,-5,-4,8,2,0.9,1,5,-4,1
Cc1ccc(CNC(=O)CSc2nc3ccccc3[nH]2)cc1,3,-15,-7,1,-2,-0.2,7,0,5,-5
COc1cc(NC(=O)Cc2ccc(F)cc2)cc(OC)c1OC,-1,8,-1,0,3,3.5,-3,-8,1,0
CC(C)CNS(=O)(=O)c1ccc(CCC(=O)NCCC2=CCCCC2)cc1,4,-3,-2,0,4,0.3,0,5,-10,4
CCOc1ccccc1C(=O)OCC(=O)Nc1ccc(N2CCCCC2)cc1,6,8,9,6,-6,-0.7,-2,nt,-8,2
CN(CCOc1ccccc1)C(=O)C1CCC(=O)N(CCc2ccc(Cl)cc2)C1 (configuration not stated),-10,2,-10,5,5,-0.4,1,-3,-10,-2
O=c1[nH]c(CSc2cccc[n+]2[O-])nc2ccccc12,-2,8,6,9,5,0.7,2,-1,2,2
Cn1nnnc1SCC(=O)c1ccco1,7,-4,0,4,-7,-0.5,8,-2,0,-2
COc1cccc(/C=C2\SC(=S)N(CCC(=O)NC3C=CS(=O)(=O)C3)C2=O)c1 (configuration not stated),-6,-2,-3,-15,-3,-1.8,0,2,0,1
CCOc1cc(C(=O)Nc2ccccc2N2CCN(S(C)(=O)=O)CC2)cc(OCC)c1OCC,-8,-5,-9,-6,-3,-0.5,-2,-4,2,-5
CC(=O)c1ccc(S(=O)(=O)N2CCCC(N(C)CCc3ccccc3)C2)cc1 (configuration not stated),7,11,-15,0,-10,-2.5,-3,-5,-6,6
CC(C)[C@H](NC(=O)c1c(F)cccc1F)C(=O)OCC(=O)NC(=O)NC1CCCC1,3,-12,6,3,8,0.6,-2,1,-5,3
OC(C#CCN1CCCCC1)c1ccccc1 (configuration not stated),-3,-3,-20,2,-6,-0.1,1,-1,-1,-3
O=C(NNC(=S)NC(=O)c1ccccc1[N+](=O)[O-])c1ccc(Cl)cc1Cl,-1,14,3,-6,6,-0.4,2,3,5,3

# Some of the compounds tested (hit frequency here may not be typical).
